Source: PubChem
Growth percent in the NCI-60 one-dose screen (48 h, 10 µM unless noted): 100 = growth as untreated, 0 = no growth, -100 = all killed.
K-562: K-562 leukemia; hit rate 7.4% among 78,000; AID 1794777
BT-549: BT-549 breast cancer | hit rate 4.4% among 78,000
HS 578T: HS 578T breast cancer; hit rate 4.1% among 78,000; AID 1794788
T-47D: T-47D breast cancer. hit rate 5% among 79,000. AID 1794792
MDA-MB-231: MDA-MB-231 breast cancer; AID 1794789; hit rate 5% among 81,000
MCF7: MCF7 breast cancer; hit rate 6.3% among 82,000
MDA-MB-468: MDA-MB-468 breast cancer. hit rate 8.5% among 78,000
SR: SR leukemia cells | hit rate 8.7% among 73,000
An asterisk follows results filed as active; / = no result given; & = joins results of further samples; ! = not active in a repeat; [ ] = another dose, or the depositor's remark. The calls were made as follows: active = growth percent below 10; inactive = the rest.

Order of results – K-562	BT-549	HS 578T	T-47D	MDA-MB-231	MCF7	MDA-MB-468	SR
- COc1ccc(/C=C/C=C\C(=O)c2ccc(-n3ccnc3C)cc2)cc1
 : 41	80	99	63	89	62	46	77
- CC(C)=C(c1ccccc1)c1ccccc1
 : 119	111	105	104	120	104	111	113
- CCOC(=O)c1c(NC(=O)c2cccc(C(F)(F)F)c2)sc2c1CCCC2
 : /	95	90	/	106	47	75	102
- CCCCCNC(=O)c1ccc(Cl)cc1Cl
 : 101	110	110	103	106	92	105	110
- Cc1cc(NS(=O)(=O)c2ccc(NCc3coc4ccccc4c3=O)cc2)no1
 : 84	103	78	102	96	97	108	91
- O=S(=O)(NCCCNc1cc(-c2cn(-c3ccccc3)nc2-c2cccc(O)c2)ccn1)c1ccccc1
 : 2.0*	44	47	18	9.2*	32	4.3*	35
- CN1CCN(Cc2c[nH]c3ncnc(N4CCOCC4)c23)CC1
 : 118	106	96	107	112	98	110	99
- Cc1ccc(C(=O)/C=C/c2ccc(Oc3ccc(Cl)cc3)cc2)cc1
 : 77	101	117	73	99	77	113	74
- Cc1c(C(=O)NNC(=O)c2ccc(Cl)cc2)nnn1-c1ccc(Cl)cc1
 : 86	94	/	90	/	81	89	84
- CC12OC(CC(O)C1O)n1c3ccccc3c3c4c(c5c6ccccc6n2c5c31)C(=O)N(CCN1CCOCC1)C4=O (configuration not stated)
 : 7.6*	23	23	-5.2*	44	4.3*	-30*	1.7*
- Cc1ccc(O)c(NC(=O)c2ccc(CNc3ccnc(C(F)(F)F)c3)cc2)c1
 : 24	52	85	82	49	38	76	36
- Cc1csc(Nc2cccc(Nc3nc(C)cs3)c2)n1
 : 60	74	85	36	79	73	48	64
- COc1ccc2nc3cc(Cl)ccc3c(N3CCN(c4nccc(Oc5ccccc5)n4)CC3)c2c1
 : 84	/	105	52	84	47	88	65
- COc1cc(CNCCCCCCN2C(=O)c3cccc4cccc(c34)C2=O)ccc1O
 : 35	83	106	65	81	11	47	0.6*
- CC(=O)OCCCCCN1C=C/C(=C\C(=O)n2ccc3ccccc32)c2ccccc21
 : 89	109	100	100	87	87	91	88
- O=C(CCl)Nc1ccc(C(=O)/C=C/c2cc3ccccc3nc2Cl)cc1
 : -60*!	-82*!	54&42	-47*!	-92*!	-57*!	-82*!	-70*!
- CC(=O)Oc1cccc(C2c3cccn3-c3ccccc3N2C(C)=O)c1O (configuration not stated)
 : 92	90	/	97	75	95	67	88
- NN1C(=O)c2cnn(-c3ccccc3)c2NC1NN1Cc2ccccc2C1=O (configuration not stated)
 : 98	115	111	110	113	102	119	100
- O=C1NC(=Nc2ccc(O)cc2)S/C1=C\c1cccs1
 : 15	36	33	33	58	12	/	12
- Cc1ccc(C2=NN3C(C2)c2ccccc2OC3c2ccc3noc(-c4ccccc4)c3c2)cc1 (configuration not stated)
 : 103	102	112	92	94	78	101	115
- CN(Cc1ccccc1)Cc1ccc([N+](=O)[O-])cc1I
 : 92	88	95	94	101	92	93	67
- CCN1CCCC(OC(=O)C(c2ccccc2)C2CCCCC2)C1 (configuration not stated)
 : 95	96	108	85	100	93	101	94
- CC(=O)CC(=O)Nc1ccccc1
 : 113	119	97	109	107	94	92	113
- N#CC1c2ccccc2C=CN1C(=O)c1ccc(Cl)cc1 (configuration not stated)
 : 81	82	122	87	105	94	100	97
- Cc1c(C(=O)/C=C/c2ccc(Cl)cc2)nnn1-c1ccc(Br)cc1
 : 97	108	97	86	96	86	86	104
- CNC(=O)c1cccc(N2CCc3c2ccc(NC(=O)Nc2ccc(F)c(C(F)(F)F)c2)c3F)c1
 : 60	114	54	47	82	51	75	76
- CCCCCc1ccc(S(=O)(=O)Nc2cccc(-c3csc(N4CCN(CCO)CC4)n3)c2)cc1
 : 68	86	78	50	76	23	52	54
- CCN(CC)c1ccc(/C=C/c2ccc3cc(C)ccc3[n+]2CC)cc1
 : 6.5*	1.4*	46	/	21	3.5*	-24*	-18*
- NN(c1cccc(C(F)(F)F)c1)c1ccccn1
 : 102	106	115	99	113	92	101	106
- CC(=O)c1ccc(NC(=O)Cn2c(Br)nc3c2c(=O)n(C)c(=O)n3C)cc1
 : 91	98	100	98	94	91	102	67
- COC(=O)C(=CC(Cl)(Cl)Cl)C(=O)OC
 : 98	101	102	101	109	94	/	101
- NC(=S)CN1CCOCC1
 : 98	/	/	114	106	/	104	78
- Brc1ccc(C2=NN(c3ccccc3)C(c3cn(-c4ccccc4)nc3-c3ccc(OCc4ccccc4)cc3)C2)cc1 (configuration not stated)
 : 98	93	101	78	88	88	107	87
- N#CCN(CC#N)CCN(CC#N)CC#N
 : 112	106	108	96	101	100	111	104
- Nc1nc(N)c(-c2ccc(Cl)c(Cl)c2)c(C=O)n1
 : 66	91	99	107	104	88	76	70
- O=[N+]([O-])c1ccc(-c2cc3c(Nc4ccc(Cl)c(C(F)(F)F)c4)ncnc3s2)cc1
 : /	8.0*	38	-6.1*	6.0*	3.5*	-10*	17
- COc1cc(Cl)ccc1C
 : 83	102	115	95	86	57	65	71
- C=CCOC(=O)Nc1cccn([C@H](CC(C)C)C(=O)NCCC(C)C)c1=O
 : 101	73	94	92	102	89	/	31
- C=CCOC(c1ccc2c(c1)OCO2)C(C)Br (configuration not stated)
 : 115	120	101	98	107	100	95	/
- C[N+](C)(C)CC(=O)NN
 : 103	108	104	109	106	99	101	103
- CC1=NN(c2ccccc2)C(=O)/C1=C\c1ccccc1
 : 101	106	96	94	96	100	/	94
- Clc1ccc(-c2nc3c4c(-c5ccccc5)c(-c5ccccc5)n(Cc5ccccc5)c4ncn3n2)cc1
 : 4.9*	-28*	-8.2*	7.5*	0.5*	-2.7*	-40*	5.5*
- COC(=O)/C=C1/SC(=Nc2ccc(F)cc2)N(CCc2c[nH]c3ccc(O)cc23)C1=O
 : 38	8.9*	37	24	59	17	36	-4.7*
- Cc1ccc(Nc2nc(-c3cc(O)c(C)c(C)c3O)cs2)cc1
 : 66	98	98	35	104	72	45	70
- O=C(CSc1nnc(-c2ccc(Cl)cc2)n1-c1ccccc1)Nc1ccccc1
 : 73	86	62	35	69	73	82	25
- Nc1c(Br)cccc1Br
 : 114	111	128	112	114	110	117	99
- CCOC(=O)c1ccc(Nc2ncnc3c2cnn3-c2cccc(Br)c2)cc1
 : 91	100	90	92	102	103	102	95
- CC1(C)C(=O)/C(=C\c2ccc(Br)cc2)C[C@]2(C)[C@H]3CC[C@@H]4[C@@H](C(=O)/C=C/c5ccc(Br)cc5)CC[C@@]4(C)[C@]3(C)CC[C@@H]12
 : 106	96	97	92	95	93	99	103
- COc1ccc(C2(c3ccc(OC)cc3)c3ccccc3Cc3c(OC)cccc32)cc1
 : 93	102	105	77	93	86	91	85
- CCC1(O)CCCC2C3CCC4CC(=O)CCC4(C)C3C(=O)CC21C (configuration not stated)
 : 97	102	100	97	96	103	104	99
- O=C(O)CC1=CCCCC1
 : 102	96	108	109	98	97	102	97
- COC(=O)[C@]1(C)CC[C@]2(C)CC[C@]3(C)C(=CC(=O)[C@@H]4[C@@]5(C)CCC(=O)NC(C)(C)[C@@H]5CC[C@]43C)[C@@H]2C1
 : 4.4*[100 µM]	-79*[100 µM]	-30*[100 µM]	-11*[100 µM]	-80*[100 µM]	-50*[100 µM]	-50*[100 µM]	33[100 µM]
- COc1ccc2nc(-c3ccc(Cl)cc3)cc(-c3nnc(SCC(=O)Nc4ccc(C(C)=O)cc4)o3)c2c1
 : /	84	77	85	87	90	91	/
- COc1ccc(N2C(=O)N(c3ccc(C)cc3)C(=O)C2=S)cc1
 : 96	95	112	89	109	99	134	97
- CC(C)CNC(=O)C(NC(=O)CC(C)C)P(=O)(O)O (configuration not stated)
 : 109	112	101	103	101	108	102	113
- COc1ccc(C2Nc3nc(-c4ccncc4)nn3C(N)=C2C#N)cc1 (configuration not stated)
 : 108	110	99	84	99	94	102	107
- Fc1ccc(-c2nnc(Nc3ccc(C(F)(F)F)cc3)o2)cc1
 : 97	104	100	91	93	83	115	106
- C=CCSc1ccc2c(c1)C(N1CCNCC1)=Nc1ccccc1O2
 : 29[8.25 µM]	106[8.25 µM]	72[8.25 µM]	71[8.25 µM]	78[8.25 µM]	59[8.25 µM]	28[8.25 µM]	14[8.25 µM]
- CCCCCCCCCCCCNC(=S)N/N=C/c1ccc(OC)c(OC)c1
 : 91	108	122	100	104	86	98	96
- N#Cc1c(-c2ccc(F)cc2)n2cnnc2[nH]c1=O
 : 116	97	118	112	105	99	100	120

Among those listed so far, 3 contain a thiophene ring, fused or not.
Order of results – K-562	BT-549	HS 578T	T-47D	MDA-MB-231	MCF7	MDA-MB-468	SR
- CCOC(=O)c1c(NC(=O)c2cccc(C(F)(F)F)c2)sc2c1CCCC2
 : /	95	90	/	106	47	75	102
- O=C1NC(=Nc2ccc(O)cc2)S/C1=C\c1cccs1
 : 15	36	33	33	58	12	/	12
- O=[N+]([O-])c1ccc(-c2cc3c(Nc4ccc(Cl)c(C(F)(F)F)c4)ncnc3s2)cc1
 : /	8.0*	38	-6.1*	6.0*	3.5*	-10*	17

(next part)
Order of results – K-562	BT-549	HS 578T	T-47D	MDA-MB-231	MCF7	MDA-MB-468	SR
- Cc1ccc(-c2cc(C(=O)N=Nc3c(O)[nH]c4ccc(F)cc34)c3ccccc3n2)cc1
 : 61	39	32	40	11	18	31	57
- CC/C=C\C/C=C/C=C1\CC=C(CCO)C1=O
 : 110	100	88	68	100	91	95	89
- CCOC(=O)CCC(=O)O[C@H]1[C@H](O[C@@H]2[C@@H](C)[C@H](O[C@H]3C[C@@](C)(OC)[C@@H](O)[C@H](C)O3)[C@@H](C)C(=O)O[C@H](CC)[C@@](C)(O)[C@H](O)[C@@H](C)C(=O)[C@H](C)C[C@@]2(C)O)O[C@H](C)C[C@@H]1N(C)C
 : /	97	113	97	106	113	109	92
- CCOC(=O)C(CNc1ccccc1)C(=O)OCC
 : 100	104	109	105	103	99	93	97
- N#Cc1c(NN)nc(=S)[nH]c1-c1cccs1
 : 95	101	107	91	90	99	113	98
- COC1=CC(c2ccc[nH]2)=N/C1=C\c1[nH]c(C)c(C)c1CCC(=O)OCc1ccccc1
 : -7.6*	-29*	-9.2*	2.6*	-49*	3.2*	16	-47*
- CC(C)(C)NC(=O)C1C2C=CC(O2)C1C(=O)O (configuration not stated)
 : 98	99	112	102	87	95	122	105
- Cc1ccc(C)c(CCC(O)CCl)c1 (configuration not stated)
 : 106	131	98	119	102	117	113	105
- NCCc1ccn[nH]1
 : /	102	115	108	132	94	117	96
- N#C/C(=C\NC(=S)N=Nc1c(O)[nH]c2ccccc12)C(=O)c1ccc2ccccc2c1
 : 100	95	101	78	96	89	92	79
- C/C(=N/NC(N)=O)c1ccc(C)o1
 : 91	100	114	105	99	96	101	98
- Cc1ccc(CN2CCC(C(=O)Nc3ccc(-c4cc5ccccc5[nH]4)cc3)CC2)o1
 : 3.1*	72	67	92	61	64	5.3*	14
- COc1ccc(-c2cc(C(=O)N=Nc3c(O)[nH]c4ccc(OC)cc34)c3ccccc3n2)cc1
 : 121	126	121	117	55	98	119	77
- O=C(O)/C=C/c1ccncc1
 : 96	82	/	/	/	94	100	83
- CNC(=O)OCC1OC(n2cnc3c(NC(=O)Nc4ccccc4)ncnc32)C(O[Si](C)(C)C(C)(C)C)C1O[Si](C)(C)C(C)(C)C (configuration not stated)
 : 75	/	98	116	110	88	104	78
- CC(C)OC(=O)[C@H](C)N[P@](=O)(OC[C@@H]1[C@@H](CO[P@@](=O)(N[C@@H](C)C(=O)OC(C)C)Oc2ccccc2)C=C[C@H]1n1cnc2c(N)ncnc21)Oc1ccccc1
 : 100	106	97	77	96	66	104	64

Ordered by number of heavy atoms (low to high): part of the list above
Order of results – K-562	BT-549	HS 578T	T-47D	MDA-MB-231	MCF7	MDA-MB-468	SR
- NCCc1ccn[nH]1
 : /	102	115	108	132	94	117	96
- Cc1ccc(CN2CCC(C(=O)Nc3ccc(-c4cc5ccccc5[nH]4)cc3)CC2)o1
 : 3.1*	72	67	92	61	64	5.3*	14
- CNC(=O)OCC1OC(n2cnc3c(NC(=O)Nc4ccccc4)ncnc32)C(O[Si](C)(C)C(C)(C)C)C1O[Si](C)(C)C(C)(C)C (configuration not stated)
 : 75	/	98	116	110	88	104	78
